# Compound activity as filed in PubChem BioAssay.
# KOR beta-arrestin-1 – kappa opioid receptor blockers – cell-based, luminescence, uHTS (AID 1778) | 290,000 compounds, 0.091% hits | KOR beta-arrestin recruitment, luminescence, antagonist mode; higher % means a stronger effect | inhibition, % at 10 µM, or IC50 in µM where a hit was titrated; in the data active = inhibition above about 50%; note: strong numbers were not always called active
# HIV fusion peptide – cell-free HIV fusion peptide-binding blockers – biochemical, uHTS, fluorescence dequenching, primary screen (AID 1986); cell-free peptide binding, fluorescence dequenching, 30 min; higher % means a stronger effect; inhibition, % at 20 µM; hits with a dose series show IC50 in µM; 290,000 compounds, 0.3% hits; in the data active = inhibition mostly above about 52%, no sharp cut-off; inactive = mostly below about 76%; note: some results filed as inactive read as strong as hits
# West Nile virus CPE – inhibition of WNV-induced cytopathic effect – cell-based, CPE readout (AID 1621); West Nile virus-infected cells, CPE inhibition; higher % means a stronger effect; CPE inhibition, % at 10 µM; hits with a dose series show IC50 in µM; 290,000 compounds, 0.02% hits; in the data active = a potency from the dose series; inconclusive = CPE inhibition mostly from about 3.7% at the one dose, without a potency; inactive = the rest, 99 in 100 with CPE inhibition below about 2.2%; note: strong numbers were not always called active
# KOR beta-arrestin-2 – KOR agonists, beta-arrestin recruitment, primary screen, cell-based, luminescence, uHTS (AID 1777); KOR beta-arrestin recruitment, luminescence; higher % means a stronger effect; activation, % at 10 µM, or EC50 in µM where a hit was titrated; 280,000 compounds, 0.02% hits; in the data active = activation above about 50%, passing the limit was not always enough; note: a part of the inactive calls stands beside numbers as strong as those of hits
# GPR55 LPI antagonism – inhibition of LPI-stimulated GPR55 beta-arrestin translocation – imaging, U2OS, beta-arrestin-GFP, LPI agonist, primary screen (AID 2013) | 290,000 compounds, 0.13% hits | U2OS GPR55 beta-arrestin-GFP translocation imaging, LPI antagonism; higher % means a stronger effect | inhibition, % at 10 µM; hits with a dose series show IC50 in µM;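 active = spots per cell inhibited over 60%, with over 100 cells counted and total cytoplasm intensity under 500,000; inconclusive = wells with under 100 cells, flagged as likely toxic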;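 note: U2OS cells stably carrying GPR55 and arrestin-GFP stimulated by 5 µM LPI near EC80; imaged beta-arrestin-GFP aggregate spots per cell after agonist stimulation; plate controls were LPI-stimulated DMSO wells for no effect and DMSO wells without LPI for full effect; some results filed as inactive read as strong as hits; confirmed hits need IC50 under 10 µM and bright autofluorescent wells are also inconclusive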
# NOD1 NF-kB reporter – inhibition of NOD1-driven NF-kB reporter – cell-based, luminescence, uHTS, primary screen (AID 1578); NOD1-driven NF-kB luciferase reporter cells, luminescence; higher % means a stronger effect; one-dose inhibition, % at 4 µM; EC50 in µM for titrated hits; 290,000 compounds, 1% hits; in the data active = inhibition mostly above about 36%, no sharp cut-off; inactive = mostly below about 34%;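 note: HEK-293T reporter cells stimulated with the NOD1 agonist gamma-tri-DAP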
# Dengue-2 NS5 capping – Dengue-2 NS5 methyltransferase inhibitors, primary screen, biochemical, confirmation dose response (AID 588689) | inhibition, % at 25 µM, or IC50 in µM where a hit was titrated | Dengue-2 NS5 methyltransferase capping enzyme assay, biochemical; higher % means a stronger effect | 340,000 compounds, 0.3% hits; in the data active = a potency from the dose series; inconclusive = inhibition above about 29% without an active follow-up result
# GPR35 antagonists – inhibition of zaprinast-stimulated GPR35 beta-arrestin translocation – imaging, U2OS, beta-arrestin-GFP, zaprinast agonist, primary screen (AID 2058); U2OS GPR35 beta-arrestin-GFP translocation imaging, zaprinast antagonism; higher % means a stronger effect; one-dose inhibition, % at 10 µM; IC50 in µM for titrated hits; 290,000 compounds, 0.052% hits;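 active = inhibition of at least 50% with at least 30 cells and total cytoplasm GFP at most 10,000,000; inconclusive = under 30 cells or total GFP of 10,000,000 plus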
# GPR55 activation – GPR55 agonists via beta-arrestin recruitment, primary screen, imaging, U2OS cells, beta-arrestin-GFP redistribution (AID 1961); U2OS GPR55 beta-arrestin-GFP redistribution imaging; higher % means a stronger effect; activation, % at 10 µM, or EC50 in µM where a hit was titrated; 290,000 compounds, 0.048% hits;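 active = activation above 40% with more than 50 cells counted in the well; inconclusive = wells holding fewer than 50 cells, flagged as toxic or sparse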;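 note: U2OS osteosarcoma cells stably expressing GPR55 and beta-arrestin-GFP; plate controls were DMSO negative control for no effect and LPI positive control for full effect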
# Dengue-2 NS5 capping pilot replicate – second read-out of Dengue-2 NS5 capping, no call of its own (marks repeat the call); inhibition, %; measured here: pilot screen replicate inhibition
# Numbers without * were called inactive; ? = inconclusive; . = not tested or not shown; & = joins results of further samples; [ ] = remark or other dose. Some of the compounds tested (hit frequency here may not be typical).
SMILES,KOR beta-arrestin-1,HIV fusion peptide,West Nile virus CPE,KOR beta-arrestin-2,GPR55 LPI antagonism,NOD1 NF-kB reporter,Dengue-2 NS5 capping,GPR35 antagonists,GPR55 activation,others
Cc1[nH]nc2c1C(c1c[nH]c3ccccc13)C(C#N)=C(N)O2 (centres undefined),34%,-2.3%,0.1%,-1.2%,-12%,6%,.,18%,-0.2%,
CCOC(=O)C1CCN(c2c(NCc3ccc(C(=O)N(C)Cc4ccccc4)cc3)c(=O)c2=O)CC1,-21%,-1.8%,0.0%,-3.5%,12%,-28%,1%,9%,0.1%,
O=C(CC1CS(=O)(=O)CC1CC(=O)Oc1ccccc1F)Oc1ccccc1F (centres undefined),-9%,-1.8%,-0.3%,0.2%,9%,-22%,-8%,-5%,-0.5%,
Cc1ccc(OCC(=O)Nn2c(C)nc3ccccc3c2=O)c(C(C)C)c1,22%,-2.5%,-0.1%,-4.2%,5%,34%,-4%,19%,-0.4%,
C=C(C)C1CC=C(C)/C(=N/NC(=O)C2CC2c2ccccc2)C1 (centres undefined),-16%,-0.7%,-0.9%,5.6%,6%,2%,-2%,-2%,0.1%,
COCCCNCCCCOc1c(Cl)cc(C)cc1Br,4%,1.9%,-0.7%,-0.3%,22%,4%,-1%,3%,-0.1%,
CC(=O)N1c2ccccc2NC2=C(C(=O)CCC2)C1c1cccnc1 (centres undefined),-1%,12%,1.1%,-8.8%,-5%,-6%,-1%,-7%,-0.2%,
O=C1NC(=O)C(CC(=O)N(Cc2cccs2)C2(C(=O)NC3CCCC3)CCCCC2)N1 (centres undefined),18%,-1.5%,0.4%,-4.5%,4%,-27%,-7%,19%,0.9%,
O=C(NCc1ccccc1)c1cc(-c2cccc(O)c2)on1,7%,0.6%,0.1%,0.9%,5%,-4%,0%,0%,0.5%,
COc1ccccc1C1CCN(C(=O)c2cccc([N+](=O)[O-])c2)CC1,4%,-0.7%,-0.8%,4.9%,12%,-3%,4%,-4%,0.6%,
COc1ccc(C(CNC(=O)Cc2cc(OC)c(OC)c(OC)c2)N2CCCC2)cc1 (centres undefined),-9%,-1.7%,-1.0%,-1.3%,11%,-8%,-4%,2%,-0.2%,
COCCNC(=O)c1cnn2c(C(F)(F)F)cc(-c3ccc(C)cc3)nc12,-29%[20 µM],0.9%,-0.9%,-1.0%,1%,-11%,-14%,-8%,-0.1%,
O=C(CSC1=Nc2ccccc2C2=NC(CC(=O)NCc3ccco3)C(=O)N12)NCC1CCCO1 (centres undefined),-15%,-1.0%,-0.4%,0.7%,-5%,-29%,4%,17%,-0.2%,
Cc1c(NC(=O)C(C)OC(=O)/C=C/c2ccc3c(c2)OCO3)c(=O)n(-c2ccccc2)n1C (centres undefined),5%,-1.2%,-0.4%,-3.7%,-2%,-12%,6%,-8%,0.0%,
c1ccc(OCc2nn3c(-c4n[nH]c5c4CCC5)nnc3s2)cc1,.,47%,-0.2%,3.9%,1%,6%,-5%,-2%,-0.2%,
C/C(=N\NC(=O)c1sccc1C)c1cccnc1,5%,-1.0%,-0.3%,-2.2%,-2%,-90%,2%,-10%,-0.1%,
CCN(CC)C(=O)c1cn(CCC#N)nc1-c1ccc2ccccc2c1,-11%[20 µM],1.3%,-0.6%,-0.7%,10%,-25%,-10%,-10%,-0.1%,Dengue-2 NS5 capping pilot replicate=-2.7
CCC1(CC)NC(=O)N(CC(=O)OCC(=O)NC(=O)c2ccc(Cl)cc2)C1=O,-15%,-1.0%,0.2%,2.1%,-8%,-8%,-8%,-19%,1.4%,
O=C1C2C3C=CC(C3)C2C(=O)N1c1ccncc1 (centres undefined),29%,0.3%,.,-1.6%,-1%,29%,0%,-12%,-2.3%,
O=C(C1CCN(C2CCN(Cc3ccc4c(c3)CCO4)CC2)CC1)N1CCCC1,-28%[20 µM],0.8%,-0.1%,.,13%,5%,0%,5%,-0.1%,
Cn1c(=O)oc2cc(S(=O)(=O)N3CCC(C(=O)N4CC=C(c5ccccc5)CC4)CC3)ccc21,-3%,2.4%,0.1%,-4.9%,8%,1%,-3%,15%,-0.1%,
O=C(O)COc1ccc(/C=C2\SC(=Nc3ccccc3)N(c3ccccc3)C2=O)cc1,36%,37%,.,-2.9%,-8%,-36%,.,1%,-0.4%,
Cc1ccc2c(n1)CC(C)(C)C/C2=N\O,-29%,1.0%,-0.2%,4.7%,-7%,-2%,?,10%,0.3%,
COc1ccc(NC(=O)NNC(=O)c2cc3ccccc3cc2O)cc1,-17%,9.2%,-0.3%,5.8%,10%,-21%,-17%,4%,-0.1%,
CCC(C)NC(=O)c1ccccc1SC (centres undefined),-58%[20 µM],-1.4%,-0.3%,-2.3%,16%,-11%,-4%,6%,0.2%,
# Next section.
SMILES,KOR beta-arrestin-1,HIV fusion peptide,West Nile virus CPE,KOR beta-arrestin-2,GPR55 LPI antagonism,NOD1 NF-kB reporter,Dengue-2 NS5 capping,GPR35 antagonists,GPR55 activation,others
COc1ccc(C(=O)Nc2cc(OC)c(Cl)cc2OC)cc1,8%,-1.3%,1.5%,-0.3%,0%,-33%,-8%,5%,0.5%,
Cc1ccc(S(=O)(=O)NC(C)C(=O)NC(C)c2cccs2)cc1 (centres undefined),-10%,1.5%,-0.3%,0.1%,5%,-16%,-7%,-1%,0.4%,
Cc1cc(C)c2c3c(sc2n1)C(=O)N(c1ccccc1C)CC(=O)N3,20%,-1.1%,-0.7%,0.9%,-6%,4%,2%,-10%,-0.2%,
Nc1ccc2c(c1)sc1ccccc12,11%,-1.7%,-0.7%,0.5%,7%,-21%,5%,-3%,-0.1%,
COc1ccc(CNC(=O)CN(Cc2ccccc2Cl)C(=O)c2csnn2)cc1,41%,0.6%,-0.7%,-3.3%,-1%,-30%,-9%,15%,0.5%,
CN(c1ccccc1)S(=O)(=O)c1ccc(Cl)c(C(=O)NCCc2c[nH]c3ccccc23)c1,-6%,-1.9%,-2.2%,-0.1%,2%,11%,-5%,-7%,0.0%,
Cc1ccc(NC(=O)C(=O)NCc2ccc(/C=C(/C#N)C(=O)NCc3cccnc3)o2)cc1C,25%,2.8%,-1.9%,1.6%,-3%,-16%,3%,-5%,0.4%,
O=S(=O)(c1ccccc1)N1CCC(O)(CSc2ccccc2)CC1,-24%,0.1%,-1.1%,-2.3%,-18%,43%,-4%,-6%,0.2%,
Cc1ccc(C2C(C#N)=C3N=C(N)c4ccccc4N3C3=C2C(=O)CCC3)cc1 (centres undefined),20%,2.6%,1.3%,-0.6%,-7%,-4%,0%,8%,0.0%,
CN(C)c1ccc(C(=O)NCc2ccc3c(c2)OCO3)cc1,-35%[20 µM],0.9%,-0.6%,-5.3%,-8%,-17%,1%,2%,-0.1%,
COc1cc(/C=N/NC(=O)CC2(C)OCCCO2)ccc1OCc1ccc(Cl)cc1Cl,-9%,-0.3%,-0.4%,5.8%,5%,-31%,-4%,11%,0.0%,
O=C(CCCc1c[nH]c2ccccc12)N1CCOCC1,-24%,-3.1%,0.7%,10%,-2%,.,2%,0%,-0.1%,
CCCn1c(=N)c(C#N)cc2c(=O)n3cccc(C)c3nc21,-10%[20 µM],1.6%,0.0%,.,4%,-27%,.,-5%,-0.1%,
COc1ccc(S(=O)(=O)N2CCNCC2)cc1OC,-20%,-0.9%,0.4%,5.8%,-10%,27%,2%,-7%,-0.1%,
COc1ccc(C(=O)/C=C\c2ccc(NC(=O)c3cccs3)cc2)cc1,-5%,3.3%,2.7%,4.0%,19%,5%,-16%,18%,0.3%,
COCCN=C1NN=C(c2ccc(NC(C)=O)cc2)CS1,32%,1.2%,1.6%,-1.3%,4%,-14%,11%,-3%,0.1%,
O=c1[nH]c(=O)n(Cc2ccco2)c2c1C(C(F)(F)F)(C(F)(F)F)N=C(C1CCCCC1)N2,-10%,0.1%,-0.7%,-1.5%,9%,-2%,-3%,-2%,1.4%,Dengue-2 NS5 capping pilot replicate=3.9
Clc1ccc(CSc2nnc(-c3ccncc3)o2)c(Cl)c1,-19%,0.6%,-0.9%,2.3%,6%,-10%,-10%,3%,-0.2%,
COC(=O)c1c(NC(=O)c2ccco2)sc(C(=O)Nc2ccc(F)cc2)c1C,7%,2.6%,?,0.5%,6%,-221%,-2%,-2%,-0.2%,
Cc1ccc(S(=O)(=O)N(C)C)cc1NC(=O)CCNC(=O)c1ccco1,2%,-0.6%,0.2%,-4.3%,10%,-27%,-1%,0%,-0.1%,
COC(=O)CC1COc2ccccc2N1C(=O)c1ccc(Br)cc1 (centres undefined),24%,-1.2%,-0.2%,-1.2%,10%,-1%,-1%,10%,-0.3%,
Cc1ccccc1C(=O)Nc1nnc(-c2ccc(F)cc2)o1,21%,-1.8%,0.1%,-5.6%,4%,3%,-12%,12%,-0.1%,
COc1ccc(NC(=O)CSCCc2ccccn2)cc1OC,-10%,0.7%,-0.3%,6.0%,5%,-42%,0%,-7%,-0.4%,
O=C(NCCCN1CCCC(O)C1)c1cc(COc2ccc(F)cc2F)on1 (centres undefined),5%,3.0%,-0.6%,-4.5%,8%,-22%,-10%,0%,-0.1%,
O=C(CN(c1ccc(F)cc1)S(=O)(=O)c1ccc2c(c1)OCCO2)Nc1ccc2c(c1)OCO2,8%,-4.0%,-0.6%,-3.6%,5%,-1%,-3%,5%,0.1%,
O=C(O)C(Cc1c[nH]c2ccccc12)N1C(=O)c2ccccc2C1=O (centres undefined),11%&20%,1.0%&-0.1%,0.0%&0.3%,-0.5%&-1.9%,15%&-5%,11%&6%,3%,-2%&3%,0.3%&0.5%,
Cc1cc(-c2nnc(CCC(=O)NCc3ccc(OC(F)(F)F)cc3)o2)no1,-7%,1.1%,0.0%,-0.9%,0%,-8%,-5%,6%,0.3%,
COc1ccccc1NC(NC(=O)c1ccccn1)C(Cl)(Cl)Cl (centres undefined),14%,-1.7%,-0.6%,-3.1%,3%,2%,-1%,-4%,-0.2%,
Cc1ccc(C(=O)O/N=C(\N)Cc2ccc([N+](=O)[O-])cc2)c(Cl)c1,-16%,2.0%,0.1%,1.6%,4%,0%,1%,0%,-0.1%,
Cc1cc(S(=O)(=O)NCC(=O)O)ccc1F,-6%,-2.0%,0.3%,-1.1%,22%,-13%,-2%,-6%,-0.2%,
